# From PubChem BioAssay
# Imprint erasure: qHTS Assay for Compounds that Induce Erasure of Genomic Imprints; 0.02% of 110,000 active; AID 1948, 2009; Potency, µM (doses to about 60.7 µM), without a hit: at the highest dose activity change, positive = activation, usual class: activators; mouse ES Peg3-LacZ reporter, beta-gal luminescence, 40 h;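 further: 0% = negative control wells on the plate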
#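 Gelatin-coated wells received 300 freshly trypsinized female ES cells with a Peg3LacZ-Neo reporter on the maternal allele, then incubated 40 hours at 37C. BetaGlo was added for 5 minutes at room temperature before a single luminescence read.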
# p53ts 32C kill: qHTS Screen for Compounds that Selectively Target Cancer Cells with p53 Mutations: Cytotoxicity of p53ts Cells at the Permissive Temperature | 0.93% of 130,000 active | H1299-p53A138V at 32C, ATP luminescence viability, 24 h | Potency, µM (doses to about 46.1 µM), without a hit: at the highest dose activity change, negative = cytotoxicity, hits mostly cytotoxic | AID 924, 2007;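 further: 0% = DMSO and -100% = full killing by reference compound; nearly all actives have a fitted effect of over 55% in size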
#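 H1299-p53 A138V cells (temperature-sensitive p53) exposed 24 h to up to 46 uM compound at 32C, where p53 is wild-type in conformation. Viability read as ATP luminescence and normalised to DMSO and 100 uM tamoxifen. AC50 fitted with the Hill equation.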
# p53ts 39C tox: qHTS Screen for Compounds that Selectively Target Cancer Cells with p53 Mutations: Cytotoxicity of p53ts Cells at the Nonpermissive Temperature. Potency, µM (titrated, usually from 46.1 µM), without a hit: top-dose activity change, negative = cell killing, most hits filed as cytotoxic. 1.5% of 130,000 active. AID 902, 2007. H1299-p53A138V viability at 39C, ATP luminescence, 24 h; further: nearly all actives have a fitted effect of over 55% in size
# IkB sig inh: IkB Signaling. ABC-DLBCL IkBa-CBG/CBR dual luciferase ratio, 4 h; response scale: scaled: untreated 0%, proteasome inhibitor 100%. Potency, µM (titrated, usually from 57.1 µM), for inactives: top-dose IkBa stabilization activation. 0.04% of 110,000 active; active means well fitted curve in the direction sought with a large enough effect in the signal ratio, not every such curve was filed as active; inconclusive means small, poorly fitted or top-dose-only effect, or a change in a side signal; the % refers to the signal ratio;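 further: the direction sought is a rising ratio; 0% = basal untreated cells and 100% = reference inhibitor full response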
#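 Curves were fitted separately to fusion (green), unfused (red) and ratio luminescence, then classed by r2, magnitude and activity. Cells: OCI-Ly3, 4 h compound plus doxycycline at 37C; 10 uM MG-132 defined full response.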
# * marks the source's active call; other numbers are inactive results; ? = inconclusive; . = not tested or not shown; & = joins results of further samples; [ ] = another dose, or the depositor's remark. Unless noted, the call rests on the fitted dose curve; in most records, active means well fitted curve in the direction sought with a large enough effect; inconclusive means small, poorly fitted or top-dose-only effect, or another doubt; inactive means no such curve, though single readings can be large; an effect the other way counts as inactive or inconclusive. Unless noted, on the % scale 0 is the no-effect control and ±100 the full control effect; potency means the concentration at half of the fitted maximal effect.
mol	p53ts 32C kill	Imprint erasure	p53ts 39C tox	IkB sig inh
Cc1c(O)ccc(C(=O)COc2ccccc2F)c1O	11%	-28%	-13%	?
CSCCC1NC2(C(=O)Nc3c2ccc(Cl)c3C)[C@@H]2C(=O)N(C3CCCC3)C(=O)[C@H]12 (stereo partly specified)	16%	-2%	23%	3.6%
COc1ccc(CN(C(=O)CN2C(=O)COc3ccccc32)C2CCCC2)c(OC)c1	9%	-15%	3%	?
Cc1c(C)[n+](=O)c(-c2ccc(F)cc2)c(C)n1[O-]	-1%	-2%	1%	2.9%
CCOC(=O)N1CCN(C(=O)c2cnn(-c3cccc(F)c3)c2-n2cccc2)CC1	-1%	-9%[10.9 µM]	25%	0.5%
Cc1ccc(CNC(=O)C2CCN(S(=O)(=O)c3ccc4c(c3)oc(=O)n4C)CC2)cc1	-4%	-13%[10.9 µM]	-12%	?
Oc1c(C(c2ccccc2)N2CCCCC2)sc2ncnn12 (stereo unspecified)	-3%	20%	21%	3.8%
COc1cc2c(cc1OC)C(COc1ccc(F)cc1)N(C(=O)Cc1ccccc1)CC2 (stereo unspecified)	17%	-10%[10.9 µM]	?	?
CC1=C(C(=O)Nc2cccc(C)c2C)C2(CCCCC2)OC1=O	6%	15%[10.9 µM]	1%	-0.7%
Cc1cc(C)n2c(Nc3ccc(C(C)C)cc3)c(-c3ccsc3)nc2n1	25%	-12%[10.9 µM]	-21%	?
Cc1nc(-c2cccc(F)c2)sc1CCNC(=O)C(=O)Nc1ccc2c(c1)OCCO2	-5%	-12%[10.9 µM]	-23%	-0.3%
CC(=O)NCCNc1nc(-c2cccnc2)nc2ccccc12	7%	?	6%	-1.5%[11.4 µM]
O=C(Nc1sc2c(c1C(=O)O)CCC2)c1cccs1	-24%	-91%[inhibitor]	-30%	?
O=c1oc2ccccc2c2c1ncn2-c1ccccc1	1%	?	5%	-3.2%
CCOC(=O)Cc1cc(=O)n2[nH]c(C)c(-c3ccc(OC)cc3)c2n1	-5%	-12%	-3%	20%
O=C(NCc1ccc2c(c1)CCN2C(=O)c1ccccc1)c1ccccc1	-2%	-9%[10.9 µM]	-27%	?
CCOC(=O)C(C)Sc1nc2c(c(=O)[nH]c(=O)n2C)n1CCc1ccccc1 (stereo unspecified)	14%	-7%	5%	0.1%
COc1ccc(N2CCN(CCCNC(=O)c3cc(Nc4ccccc4OC)nc4ccccc34)CC2)cc1	1%	-21%[10.9 µM]	?	?
Cc1ccc(NC(=O)Cn2nnc(C(=O)Nc3ccc(C)c(C)c3)c2N)cc1	-5%	-5%	-16%	1.9%
CCOC(=O)CSc1nnc(CNc2cccc(Cl)c2)n1-c1ccccc1	-4%	4%	-3%	3.7%
Cc1ccc2oc(=O)c3cnn(CC(=O)Nc4cccc(C(F)(F)F)c4)c3c2c1	11%	-8%[10.9 µM]	-1%	0.5%
Cc1ccc(S(=O)(=O)NC(C)C(=O)Nc2ccc(C(N)=O)cc2)cc1 (stereo unspecified)	10%	0%	19%	0.4%
COc1ccc(CNC(=O)CCCCCn2c(SCC#N)nc3cc4c(cc3c2=O)OCO4)cc1	4%	3%	-12%	0.8%
CS(=O)(=O)Nc1ccc(-c2n[nH]c(=S)n2-c2ccccc2)cc1	4%	-5%	14%	2.6%
Cc1ccc(-n2[nH]c(C)c(/C=C3/C=Nc4ccccc43)c2=O)cc1C	-7%	.	-11%	.
C/C(CCN1CCCc2nc(C)c(C)cc21)=N\OC[C@@H](O)[C@@H]1O[C@@H]2OC(C)(C)O[C@@H]2[C@H]1O	-5%[9.22 µM]	.	14%[9.22 µM]	.
CC(C)N(CCNC(=O)C1CCN(S(=O)(=O)N2CCOCC2)CC1)Cc1ccccc1	-1%	-11%	-10%	-1.2%
c1ccc2sc(N3CN(CCN4CCOCC4)CN(c4nc5ccccc5s4)C3)nc2c1	2%	-4%	4%	1.5%
CC1Cc2cc(-c3csc(NC(=O)Cc4cccs4)n3)ccc2N1S(C)(=O)=O (stereo unspecified)	-1%	.	1%	?
Cc1nc(N=Nc2ccc(S(=O)(=O)O)cc2S(=O)(=O)O)c(COP(=O)(O)O)c(C=O)c1O	6%&-4%	4%&-3%	3%&16%	-0.3%&2.3%

# One compound at a time, from the list above. Order of screens: p53ts 32C kill, Imprint erasure, p53ts 39C tox, IkB sig inh
# CSCCC1NC2(C(=O)Nc3c2ccc(Cl)c3C)[C@@H]2C(=O)N(C3CCCC3)C(=O)[C@H]12 (stereo partly specified) in the list: 16%, -2%, 23%, 3.6%
# Cc1ccc(-n2[nH]c(C)c(/C=C3/C=Nc4ccccc43)c2=O)cc1C in the list: -7%, ., -11%, .

# Other records follow.
mol	p53ts 32C kill	Imprint erasure	p53ts 39C tox	IkB sig inh
N#Cc1nc(-c2cccs2)oc1N1CCN(Cc2ccccc2)CC1	-5%	-11%	-10%	?
CC(CC(=O)O)CC(=O)Nc1ccccc1C(=O)O (stereo unspecified)	1%	8%	2%	0.2%
COCCCn1c(SCC(=O)n2c(C)c(C)c3ccccc32)nnc1-c1ccoc1C	-23%	-15%	-15%	1.1%
c1ccc(Nc2cc(Nc3ccccc3)[nH]n2)cc1	9%	8%	?	1.2%
O=C1c2ccccc2-c2nc3ncnn3c(-c3ccccc3)c21	-12%	-5%	1%	1.4%
Cc1nc(C)c(C(=O)Nc2cccc(Cl)c2)o1	-14%	-18%	-9%	?
COC(=O)c1ccc(N/C(C)=C/C(=O)c2ccc(C)o2)cc1	8%	-3%	5%	-2.5%
O=C(NC1CC(=O)N(c2cccc(F)c2)C1)C1CC1 (stereo unspecified)	3%	15%[10.9 µM]	-13%	?
O=C(NCC(c1cccnc1)N1CCc2ccccc21)c1cccc(Br)c1 (stereo unspecified)	-7%	-16%[10.9 µM]	-15%	?
COc1ccc(C2N(C(=O)CN3CCOCC3)CCN2S(=O)(=O)c2ccccc2)cc1 (stereo unspecified)	-9%	-7%	-15%	1.2%
Cc1ccc(S(=O)(=O)NCc2nc3nc(C)cc(C)n3n2)cc1	-11%	-2%[10.9 µM]	-18%	0.3%
Clc1ccc(Cl)c(Cl)c1Cl	2%[1.84 µM]	-3%	1%	1.9%
Cc1cc(N2CCN(c3cccc(C(F)(F)F)c3)CC2)n2ncnc2n1	3%	-12%	5%	-1.6%
CC1CCN(c2ccc(C(=O)O)cc2)CC1	-16%	-23%	-8%	0.7%
CCN(C(=O)c1cn(C)c(=O)c2cc(OC)c(OC)cc12)c1cc(C)ccc1C	2%	?	-2%	-0.1%
CCOC(=O)c1ccccc1NC(=O)Cn1c2ncccc2c(=O)n1-c1ccccc1	8%	10%[10.9 µM]	-7%	-2.0%
COC(=O)Nc1sc2c(c1C(=O)NCc1ccco1)CCC2	4%	-1%	-3%	13%
CCOC(=O)Cc1csc(NC(=O)c2cc(OC)cc(OC)c2)n1	4%	.	3%	.
O=C1CC(O)(C(F)F)Oc2ccc3ccccc3c21 (stereo unspecified)	1%	-1%	7%	0.7%
CCc1ccccc1Nc1nn2c(=O)c3ccc(C(=O)NCc4ccccc4OC)cc3nc2s1	-11%	14%[10.9 µM]	5%	?
COc1cccc2cc(C(N)=O)/c(=N/NC(=O)COc3ccc(Cl)cc3)oc12	22%	.	18%	.
COc1cccc(N2CC(NC(=O)C3CCCCC3)CC2=O)c1 (stereo unspecified)	13%	-13%[10.9 µM]	30%	3.8%
COc1ccccc1N1CCN(C(=O)Cn2c(=O)n3nc(-c4ccc(C)cc4)nc3c3ccccc32)CC1	22%	11%[10.9 µM]	30%	2.9%
CCOc1cc(C(=S)N2CCOCC2)ccc1O	1%	-10%	7%	1.1%
CN(CCC#N)C(=O)Cn1nc(Cc2ccncc2)c2ccccc2c1=O	2%	-5%	10%	2.2%
O=C(NCCN1CCCCCC1)C1CCC(CNS(=O)(=O)c2cccc3cccnc23)CC1 (stereo unspecified)	-2%	-8%	-1%	0.7%
Cc1ccc(OCCSc2cc(C)nc(N)n2)cc1	-15%	-20%	-10%	1.9%
O=C(COC(=O)C1CCN(S(=O)(=O)c2cccs2)CC1)c1ccc2c(c1)OCCO2	-2%	1%	5%	-0.2%
Cc1ccccc1NC(=O)CSc1cn(CC(=O)N2CCCCCC2)c2ccccc12	-12%	-17%[10.9 µM]	15%	0.3%
O=C(c1cnn(-c2nc3ccccc3s2)c1)c1ccccc1O	-20%	-10%	-13%	?
COc1ccccc1N1CCN(C(=O)CSc2nnc(-c3ccoc3C)o2)CC1	8%	-17%	-3%	?
COc1cccc(Nc2ncc3nc(C)c(=O)n(C4CC4)c3n2)c1	9%	-4%	8%	-4.6%[11.4 µM]
COC(=O)Nc1ccc(S(=O)(=O)N2CCN(C)CC2)cc1	10%	.	2%	.
CCS(=O)(=O)c1nc(S(=O)(=O)c2ccc(Cl)cc2)c(NCc2ccccc2Cl)s1	10%	-2%[10.9 µM]	10%	0.2%
CCOC(=O)c1cc(NC(=O)c2ccc(F)cc2)c(=O)n2c1oc1ccc(Cl)cc12	-1%	14%[10.9 µM]	15%	1.2%
CCCSc1nc(N)c2c3c(sc2n1)CN(C)CC3	4%	0%	5%	-1.3%
Cc1cccc2c(=O)c(C(=O)N3CCCCCC3)c[nH]c12	-7%	-9%	-11%	-0.5%
O=C(O)CS(=O)c1ccc2c3c(cccc13)C(=O)c1ccccc1-2 (stereo unspecified)	8%[9.22 µM]	1%[10.9 µM]	7%[9.22 µM]	-1.3%[11.4 µM]
Cc1cccc(NC(=O)CS(=O)(=O)c2cn(C)c3ccccc23)c1C	-7%	-3%	-10%	4.2%
Cc1ccc(NC(=O)Cn2c(=O)n(Cc3ccco3)c(=O)c3oc4ccccc4c32)cc1C	9%	-8%[10.9 µM]	-24%	-1.7%
COc1cn(CC(=O)Nc2c(C)cc(C)cc2C)c(CN2CCCCC2)cc1=O	1%	-12%[10.9 µM]	16%	0.3%
O=C1c2ccccc2OCOc2ccccc21	-11%	-11%	-1%	2.1%
COc1cc2c(cc1NC(=O)c1ccco1)CCCC2	-12%	-22%	-11%	-1.9%
Cc1[nH]c2ccccc2c1/C=N/n1cnnc1	-10%	.	-4%	2.1%
O=C(COc1ccc2ccccc2c1)Nc1ccc(S(=O)(=O)N2CCCCCC2)cc1	4%	.	6%	.
COc1ccc(OC)c(CNC(=O)C2CCN(S(=O)(=O)c3cn(C)cn3)CC2)c1	3%	-3%[10.9 µM]	7%	0.3%
COc1ccc(CC(=O)NCCc2csc(-c3cccc(C)c3)n2)cc1	10%	-5%[10.9 µM]	-20%	?

# No new results follow: entries from further up.
mol	p53ts 32C kill	Imprint erasure	p53ts 39C tox	IkB sig inh
Cc1cccc2c(=O)c(C(=O)N3CCCCCC3)c[nH]c12	-7%	-9%	-11%	-0.5%
O=C(O)CS(=O)c1ccc2c3c(cccc13)C(=O)c1ccccc1-2 (stereo unspecified)	8%[9.22 µM]	1%[10.9 µM]	7%[9.22 µM]	-1.3%[11.4 µM]
Cc1cccc(NC(=O)CS(=O)(=O)c2cn(C)c3ccccc23)c1C	-7%	-3%	-10%	4.2%
Cc1ccc(NC(=O)Cn2c(=O)n(Cc3ccco3)c(=O)c3oc4ccccc4c32)cc1C	9%	-8%[10.9 µM]	-24%	-1.7%

# Results in p53ts 39C tox and IkB sig inh, for some of the entries so far:
structure | p53ts 39C tox | IkB sig inh
Cc1cccc(NC(=O)CS(=O)(=O)c2cn(C)c3ccccc23)c1C | -10% | 4.2%
Cc1ccc(NC(=O)Cn2c(=O)n(Cc3ccco3)c(=O)c3oc4ccccc4c32)cc1C | -24% | -1.7%
COc1cn(CC(=O)Nc2c(C)cc(C)cc2C)c(CN2CCCCC2)cc1=O | 16% | 0.3%
O=C1c2ccccc2OCOc2ccccc21 | -1% | 2.1%

# As entered above:
# In p53ts 39C tox, `CCS(=O)(=O)c1nc(S(=O)(=O)c2ccc(Cl)cc2)c(NCc2ccccc2Cl)s1` shows 10%
# In IkB sig inh, `Cc1ccc(NC(=O)Cn2c(=O)n(Cc3ccco3)c(=O)c3oc4ccccc4c32)cc1C` shows -1.7%
